Screening data from PubChem.
Cardiac RTF inh = cardiac RTF calcium desensitization | P19429+P45379 | IANBD-labeled cardiac RTF, Ca2+ fluorescence | inhibition, % at 7.15 µM | 340,000 compounds, 0.12% hits;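 active = inhibition above the mean inhibition of all tested compounds plus 3 SD, cut at about 17% in these data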;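 note: assay run at fixed EC70 calcium of 1.6 mM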
PKA-R2B activ = activators of human PKA-R2B complex | activation, % at 11.4 µM | AID 504700 | PKA-R2B holoenzyme dissociation, Cy5-IP20 fluorescence polarization; R2B truncated from residue 108, S112A mutant; 0% DMSO only, 100% 113 µM cGMP | P22694+P31323 | 340,000 compounds, 0.079% hits;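 active = activation above a cutoff set at the mean over all compounds plus 3 SD, cut at about 18% in these data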;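 note: higher means more holoenzyme dissociation and a rise in polarization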
Target sequence (P31323 whole entry, looked up, other chains not shown, the tested form may be a part): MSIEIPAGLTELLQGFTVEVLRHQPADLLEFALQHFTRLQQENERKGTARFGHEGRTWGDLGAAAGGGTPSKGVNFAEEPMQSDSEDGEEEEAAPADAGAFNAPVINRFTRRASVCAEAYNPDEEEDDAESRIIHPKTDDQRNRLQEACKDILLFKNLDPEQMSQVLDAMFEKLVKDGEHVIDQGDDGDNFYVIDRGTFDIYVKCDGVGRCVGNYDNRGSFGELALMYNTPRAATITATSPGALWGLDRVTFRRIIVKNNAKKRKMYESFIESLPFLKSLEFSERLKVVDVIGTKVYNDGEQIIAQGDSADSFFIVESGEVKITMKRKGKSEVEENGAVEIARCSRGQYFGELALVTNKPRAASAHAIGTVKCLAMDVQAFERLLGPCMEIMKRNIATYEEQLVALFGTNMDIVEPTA
CAL PDZ FP-1 = blocks peptide binding to the human CAL PDZ domain. Q9HD26. purified CAL PDZ, TMR-peptide fluorescence polarization, 1 h. inhibition, % at 24.9 µM. 300,000 compounds, 0.92% hits. AID 602252;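 active = mean inhibition of at least 30% with at least half of replicates also reaching 30%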;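 note: 0% = DMSO neutral control and 100% = excess unlabeled competitor peptide PRC23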
C-LANA FP = inhibitors of KSHV LANA C-terminal domain DNA binding. inhibition, % at 9 µM. MBP-C-LANA/FAM-LBS DNA binding, fluorescence polarization. 340,000 compounds, 0.078% hits;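 active = highest replicate inhibition at or above 60% at 9 µM, even if other replicates fall short; inactive = all replicates below 60% inhibition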;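 note: 0% = neutral control wells and 100% = 4 µM acridine orange control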
DAGLB inh = diacylglycerol lipase beta (human) inhibition; Q8NCG7; HEK293T DAGLB membrane lysate, EnzChek fluorogenic substrate; inhibition, % at 5.17 µM; 340,000 compounds, 0.059% hits; in the data active = inhibition above about 34%;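 note: 0% = enzyme with vehicle and 100% = wells lacking enzyme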
SR-BI uptake up = enhances SR-BI lipid uptake from DiI-HDL; CHO ldlA[mSR-BI] cells, DiI-HDL uptake fluorescence, 3 h; 100 = double the neutral-control signal; activation, % at 12.5 µM; 320,000 compounds, 0.096% hits; AID 504775;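 active = mean replicate activation of at least 60% and every replicate at or above 60%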;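 note: 0% = median plate neutral-control signal and 100% = twice that signal; values of inactives mirror those of a sister screen read the other way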
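Assay system: CHO ldlA[mSR-BI] cells, LDL receptor-null, SR-BI overexpressing; medium: Ham's F12 with 0.5% BSA, HEPES 25 mM, pH 7.4; also added: DiI-HDL 10 µg/mL; timing: 3 h uptake period with compound, 37 °C; signal: DiI fluorescence, bottom read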
RTF Ca sens act = cardiac RTF calcium sensitization; IANBD-labeled TnC RTF fluorescence at EC20 calcium; 0% EC20 calcium, 100% full calcium; P19429+P45379; 340,000 compounds, 0.24% hits; activation, % at 7.2 µM;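 active = activation above the mean over all tested compounds plus 3 SD, cut at about 30% in these data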;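 note: rise in fluorescence read as greater calcium sensitivity of cardiac thin filaments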
Keap1-Nrf2 PPI = Keap1-Nrf2 (human) interaction inhibition; Keap1 Kelch-Nrf2 peptide fluorescence polarization, 1536-well; inhibition, % at 9.4 µM; 340,000 compounds, 0.15% hits; AID 504523; in the data active = inhibition above about 12%;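 note: human Keap1 Kelch domain with fluorescein labeled Nrf2 9mer peptide probe; 0% = neutral control wells and 100% = peptide positive control; higher means more block of Keap1 binding to Nrf2 peptide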
Target sequence (Q14145 whole entry, looked up, the tested form may be a part): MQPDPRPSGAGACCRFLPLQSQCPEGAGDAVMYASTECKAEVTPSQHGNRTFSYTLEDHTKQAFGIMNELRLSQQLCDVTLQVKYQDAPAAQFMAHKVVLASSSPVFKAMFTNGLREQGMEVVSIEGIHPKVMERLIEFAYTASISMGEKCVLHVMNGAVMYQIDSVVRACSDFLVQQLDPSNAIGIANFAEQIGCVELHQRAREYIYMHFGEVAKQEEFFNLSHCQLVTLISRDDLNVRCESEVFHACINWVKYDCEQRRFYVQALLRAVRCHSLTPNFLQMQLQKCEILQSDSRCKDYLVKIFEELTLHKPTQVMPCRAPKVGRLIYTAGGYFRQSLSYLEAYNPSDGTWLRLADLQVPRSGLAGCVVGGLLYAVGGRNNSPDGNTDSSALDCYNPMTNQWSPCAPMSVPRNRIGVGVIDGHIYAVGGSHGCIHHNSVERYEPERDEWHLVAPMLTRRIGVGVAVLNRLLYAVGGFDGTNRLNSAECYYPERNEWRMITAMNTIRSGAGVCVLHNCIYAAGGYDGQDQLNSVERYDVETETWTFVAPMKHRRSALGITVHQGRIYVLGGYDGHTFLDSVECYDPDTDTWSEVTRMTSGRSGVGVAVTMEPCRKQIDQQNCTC
CAL PDZ FP-2 = blocks peptide binding to human CAL PDZ domain. Q9HD26. purified CAL PDZ, TMR-peptide fluorescence polarization, 1 h. inhibition, % at 20 µM. 330,000 compounds, 0.02% hits. AID 504414;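 active = highest replicate inhibition of at least 40%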;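 note: plate controls were DMSO neutral control wells for no effect and unlabeled competitor peptide control wells for full effect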
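Assay system – tagged CAL PDZ protein CerCALP, purified · Timing – 1 h at RT · Compound – single point, 20 µM · Measured by – fluorescence polarization from S- and P-plane intensities, G-factor corrected · Evaluation – inhibition from polarization loss · Probe or stimulus – TMR reporter peptide T*-PRC34 · Buffer or medium – pH 7.4 phosphate-saline buffer, reducing agent, detergent, IgG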
Rtt109 HAT inh = C. albicans Rtt109 histone acetyltransferase inhibition; Q5AAJ8; purified Rtt109/Vps75, ThioGlo CoA-SH fluorescence, 4 h; inhibition, % at 34.9 µM; 330,000 compounds, 0.16% hits; AID 540336;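 active = inhibition of at least 50% in every replicate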
* hit, by the source's call; nt = not tested or not shown.

SMILES	Cardiac RTF inh	PKA-R2B activ	CAL PDZ FP-1	C-LANA FP	DAGLB inh	SR-BI uptake up	RTF Ca sens act	Keap1-Nrf2 PPI	CAL PDZ FP-2	Rtt109 HAT inh
C=CCc1c(C)nc2c(C(=O)O)cnn2c1C	-1	-2	nt	-0.8	-1	-16	0	-5	-0.3	4
CCOC(=O)C1(Cc2ccccc2)CCN(Cc2cccc(OC)c2O)CC1	0	-6	-2	0.5	-1	-9	0	5	-0.9	9
CCn1c(SCC(=O)Nc2nonc2C)nnc1-c1ccco1	6	10	-4	2.8	-5	0	-3	6	-0.4	-7
COc1ccc(NC(=O)CCN2CCCC2)c(OC)c1	-10	-3	-3	0.9	0	12	16	-7	-3.8	4
O=C(c1cccs1)N1N=C(c2ccccc2)CC1c1ccccc1 (stereo unspecified)	-12	-3	-1	1.5	0	14	-4	2	-2.6	0
CC1CCCC(C)N1S(=O)(=O)c1ccc(S(=O)(=O)NCCc2ccncc2)cc1 (stereo unspecified)	6	-5	-2	0.3	5	-13	-2	-1	-3.2	-3
COc1ccc(CC(=O)NNS(=O)(=O)c2ccccc2[N+](=O)[O-])cc1	4	-12	-4	0.6	-1	3	-11	4	-0.4	-6
CN(C)c1ccc(N2C(=NC(=O)CC3CCCCC3)SC3CS(=O)(=O)CC32)cc1 (stereo unspecified)	-7	-5	-2	-1.5	0	nt	-2	-4	-1.3	0
CCOC(=O)Nc1c(C(=O)OC)[nH]c2cccc(OC)c12	-4	0	1	-0.9	0	10	-3	-2	-0.2	26
CCOC(=O)C(NC(C)=O)(N1CCc2ccccc2C1)C(F)(F)F (stereo unspecified)	1	-11	-2	-0.4	-1	8	6	0	-2.2	0
COc1ccc(C2SCCN2S(=O)(=O)c2ccccc2)cc1OC (stereo unspecified)	-15	1	-1	1.8	-1	-25	0	-3	0.6	0
CN(C)S(=O)(=O)Oc1ccsc1C(=O)Nc1cccc(Cl)c1	-8	-5	0	-0.1	-2	-17	2	-3	-2.9	-2
CCc1ccc(CCC(=O)N2CCN(S(=O)(=O)c3sc(C(=O)O)c(C)c3C(=O)O)CC2)cc1	-5	-4	-5	2.1	-1	0	5	-2	-1.7	0
Cc1nc2ccccc2n1C(=O)c1ccccc1[N+](=O)[O-]	2	-2	-2	0.7	1	-13	6	0	-0.5	1
CCOCCn1c2ccccc2c2nc3ccccc3nc21	-4	3	-4	1.3	-4	-38	-4	-6	-1.6	1
C=CCN(C(=O)Nc1ccc(Cl)cc1)C1CC(=O)N(c2ccc(OC)cc2)C1=O (stereo unspecified)	-12	14	nt	-0.1	3	-17	-1	3	-0.5	4
CC(=C1C(=O)c2ccccc2C1=O)N1CCc2ccccc2C1	-1	-5	2	-1.9	1	-5	3	-7	0.5	-18
CCS(=O)(=O)N1CCN(c2ccc([N+](=O)[O-])c(NCc3ccccc3)c2)CC1	1	-7	nt	-0.6	1	-55	-5	-8	-1.3	6
COc1ccc(NC(=O)CN(C)CC(=O)Nc2cccc(F)c2)cc1Cl	5	-12	-4	-3.2	-4	-3	4	7	-0.9	2
O=[N+]([O-])c1cnc(Sc2ccncn2)s1	-3	2	nt	0.7	-5	24	4	-1	-0.5	2
Cn1c(SCC(=O)NCc2ccco2)nnc1-c1ccccc1	-8	18	-4	0.6	1	11	-2	-3	-0.6	-13
O=C(Nc1ccc2[nH]ccc2c1)c1cccs1	2	-3	-3	0.5	1	nt	-9	-2	-0.3	-2
COC(=O)C1=C(C)Nc2c(c(=O)n(C)c(=O)n2C)C1c1cccnc1 (stereo unspecified)	-1	4	-1	-0.8	-1	-11	1	-1	0.5	3
CCCCC(=Nc1ccccc1OC)C1=C(O)CC(c2ccccc2)CC1=O (stereo unspecified)	-2	-6	1	3.7	-1	3	5	-3	-1.7	-6
O=C(CS(=O)(=O)c1c[nH]c2ccccc12)NC1CCCCC1	-3	-4	6	-0.5	-3	23	-1	1	0.6	-3
CC(C)c1ccc(NC(=O)COc2ccc(F)cc2C(=O)c2cnn(-c3ccccc3)c2)cc1	0	-8	-2	-0.3	0	-10	10	1	-0.6	2
Cc1ccc(S(=O)(=O)N2[C@@H](c3ccccc3)C(C(=O)O)=CC[C@H]2c2ccc(C(C)C)cc2)cc1	-11	1	0	2.6	3	23	2	1	-1.1	18
CC(C)C(NC(=O)CN1C(=O)c2ccccc2S1(=O)=O)C(C)C	-4	3	nt	-1.7	0	2	-4	-1	-0.7	-7
O=C(C1CCCN(S(=O)(=O)c2cccc3cccnc23)C1)N1CCN(c2ccccc2F)CC1 (stereo unspecified)	7	10	-2	1.6	0	7	5	-2	-0.2	13
CCn1cc(Br)c(C(=O)Nc2ccc(Cl)c(Cl)c2)n1	9	-1	-3	0.0	-2	-14	-4	-6	-0.1	-7
Cc1[nH]c(C)c(S(=O)(=O)N2CCN(c3cccc(C(F)(F)F)c3)CC2)c1C(=O)N1CCCCC1	-4	-9	-1	-0.5	1	-6	-8	0	-1.4	23
OCCNCCOCCOc1ccccc1-c1ccccc1	-4	-7	1	-1.6	1	-11	0	-3	0.1	-31
COc1ccc(CCNC(=O)c2cccs2)cc1	2	5	-4	0.3	-3	13	-12	-1	0.5	30
COc1ccc2c(c1)O/C(=C\c1ccco1)C2=O	-5	7	-5	-0.2	-1	-11	1	-3	-0.4	-16
COc1cc2c3c(c1)C(C)=CC(C)(C)N3C(=O)C2=O	-1	-2	-3	-0.3	5	-11	-1	-5	-2.3	6
COc1ccc(N2CCN(C(=O)CCNC(=O)c3ccc(Br)cc3)CC2)cc1	-9	-3	1	-0.2	-1	-7	-6	-5	-0.5	10
Cc1ccc2c(c1)sc1nc(=O)n(-c3ccc(Cl)c(Cl)c3)c(=O)n12	-9	-8	1	0.1	0	9	1	2	-0.7	1
C/C(=N\NC(=O)c1nnn(-c2nonc2N)c1C(C)C)c1ccc2ccccc2c1	-11	8	-1	-0.2	-5	-5	2	0	-2.1	nt
O=C(COc1ccc2ccc(=O)oc2c1)NCCCn1ccnc1	-7	-2	3	-0.3	0	24	-2	-6	-0.1	1
O=C1c2cccc3cccc(c23)C(=O)N1c1cccnc1	2	8	-3	-2.2	-1	-13	1	-4	-0.1	0
O=C1[C@@H]2C(Cc3ccc(O)cc3)NC3(C(=O)Nc4ccc(F)cc43)[C@@H]2C(=O)N1c1ccccc1 (stereo partly specified)	2	11	-1	-0.4	0	19	-2	-4	-3.1	-1
Cn1ncc(Br)c1C(=O)N1CCc2ccccc21	2	0	-2	-1.4	-1	5	1	-2	-0.9	5
CCOc1c(Br)cc(C2CC(=O)Nc3cc(OC)c(OC)cc32)cc1OC (stereo unspecified)	-3	5	-2	-0.2	-3	-21	-2	3	-0.4	20
O=C(/C=C/c1c(F)cccc1Cl)c1ccc(O)cc1	-1	-5	3	0.3	-8	nt	-2	2	-3.9	0
COc1ccc([N+](=O)[O-])cc1NC(=O)c1csc(C)c1	-1	4	-1	-0.4	-2	-6	-3	2	-2.3	-1
COc1ccc(C(=O)OCC(=O)NCCCc2ccccc2)cc1OC	-7	-5	6	-1.2	-3	9	-6	1	-0.8	1
COc1cccc(OC)c1OCCNC(C)(C)C	1	-9	-13	0.6	-1	22	2	-2	1.2	-11
CCCCC[n+]1ccn(C2=C([O-])c3ccccc3C(=O)/C2=N\S(=O)(=O)c2ccc(Br)cc2)c1	2	-8	nt	1.0	11	-18	-8	-4	0.6	-5
CCCC(CCC)C(=O)Nc1ccc2c(c1)N(C(=O)CN1CCN(C)CC1)c1ccccc1CC2	-8	-6	7	-0.9	3	-2	2	-1	-0.3	9
Cc1c(NC(=O)c2cccc(NC(=O)COc3ccccc3C#N)c2)c(=O)n(-c2ccccc2)n1C	-9	-2	4	-2.1	0	-36	-8	9	0.1	-8

Other entries
SMILES	Cardiac RTF inh	PKA-R2B activ	CAL PDZ FP-1	C-LANA FP	DAGLB inh	SR-BI uptake up	RTF Ca sens act	Keap1-Nrf2 PPI	CAL PDZ FP-2	Rtt109 HAT inh
COc1ccc(-n2ncc3c(N4CCCCC4)ncnc32)cc1	-7	-1	nt	-0.2	-5	-9	0	4	-2.3	-3
COc1ccc(CCNC(=O)C2CCN(S(=O)(=O)c3cc(OC)ccc3OC)CC2)cc1	-10	-4	-2	1.0	-1	-12	-7	-3	-1.4	-2
O=C(Nc1cccc(S(=O)(=O)N2CCCCC2)c1)c1ccc(S(=O)(=O)C(F)F)cc1	-4	-4	-3	1.1	-3	-47	0	1	-1.9	9
CCCNC(=O)C1(S(=O)(=O)c2ccccc2)CC=CC1	-11	-17	-6	1.8	0	-12	3	-1	-0.7	0
CC(C)CCNC(=O)CN(C(=O)Cn1nnc(-c2ccccc2F)n1)c1cccc2c1CCCC2	5	-14	nt	-0.2	-4	-19	2	-6	-0.7	5
COc1cc(C(C)=O)ccc1OCC(O)CN1CCN(c2ccc(C)c(C)c2)CC1 (stereo unspecified)	-8	2	nt	0.0	-1	-11	4	0	-0.2	-2
Cc1ccc(S(=O)(=O)N2CCOC2CNC(=O)C(=O)NCc2ccco2)cc1 (stereo unspecified)	-5	-4	nt	-0.4	1	20	1	-1	-1.3	3
CCCCC(=O)NC(=S)Nc1cccc(C(=O)O)c1	5	-15	0	-0.7	0	12	-2	-2	0.5	-17
Cc1cccc(C(=O)NNC(=O)c2cccc(C)c2)c1	1	2	-5	0.3	0	0	6	1	-1.4	1
COC(=O)COc1ccc(NC(=O)c2ccco2)cc1	-10	0	0	0.2	5	nt	-3	-4	-2.6	-2
COc1ccc(OCC(=O)NNC(=O)C2CCCO2)cc1 (stereo unspecified)	-5	-6	-5	-1.3	-2	15	-7	3	-0.4	6
O=C(NCCN1CCOCC1)c1ccc(/C=C2\Sc3ccccc3N(Cc3ccccc3F)C2=O)cc1	-13	4	-1	-3.0	5	-10	-1	-1	-2.3	-4

Compounds were not picked by outcome, and some 1.6% of all compounds hit somewhere here.
